# Bioassay records (PubChem BioAssay)
# MgcRacGAP inhibition – MgcRacGAP GTPase-activating activity inhibitors, confirmation, biochemical, ADP Hunter fluorescence. MgcRacGAP-stimulated Rac1 GTP hydrolysis, ADP Hunter fluorescence; higher % means a stronger effect; GST-tagged Rac1 F28L mutant substrate. one-dose inhibition, % at 30 µM; IC50 in µM for titrated hits. actives 0.6% (n = 340,000). AID 624330;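 active means first-screen hits whose inhibition reached a set limit at any dose in the follow-up dose series; inconclusive means inhibition above the set first-screen limit but never retested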;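 further: fluorescence reports GDP produced by GAP-driven GTP hydrolysis; strong numbers were not always called active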
# NOD1 NF-kB reporter – inhibition of NOD1-driven NF-kB reporter – cell-based, luminescence, uHTS, primary screen (AID 1578); inhibition, % at 4 µM, or EC50 in µM where a hit was titrated; NOD1-driven NF-kB luciferase reporter cells, luminescence; higher % means a stronger effect; actives 1% (n = 290,000); in the data active means inhibition mostly above about 36%, no sharp cut-off; inactive means mostly below about 34%;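 further: HEK-293T reporter cells stimulated with the NOD1 agonist gamma-tri-DAP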
# GPR55 activation – selective activators of receptor GPR55 – imaging, U2OS cells, beta-arrestin-GFP redistribution, primary screen (AID 1961). actives 0.048% (n = 290,000). U2OS GPR55 beta-arrestin-GFP redistribution imaging; higher % means a stronger effect. activation, % at 10 µM; hits with a dose series show EC50 in µM;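 active means activation above 40% with more than 50 cells counted in the well; inconclusive means wells holding fewer than 50 cells, flagged as toxic or sparse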;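 further: U2OS osteosarcoma cells stably expressing GPR55 and beta-arrestin-GFP; plate controls were DMSO negative control for no effect and LPI positive control for full effect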
# KOR beta-arrestin-1 – KOR antagonists, beta-arrestin recruitment, cell-based, luminescence, uHTS (AID 1778) | one-dose inhibition, % at 10 µM; IC50 in µM for titrated hits | actives 0.091% (n = 290,000) | KOR beta-arrestin recruitment, luminescence, antagonist mode; higher % means a stronger effect; in the data active means inhibition above about 50%; further: strong numbers were not always called active
# GPR55 antagonists – inhibition of LPI-stimulated GPR55 beta-arrestin translocation – imaging, U2OS, beta-arrestin-GFP, LPI agonist, primary screen (AID 2013); actives 0.13% (n = 290,000); inhibition, % at 10 µM, or IC50 in µM where a hit was titrated; U2OS GPR55 beta-arrestin-GFP translocation imaging, LPI antagonism; higher % means a stronger effect;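 active means spots per cell inhibited over 60%, with over 100 cells counted and total cytoplasm intensity under 500,000; inconclusive means wells with under 100 cells, flagged as likely toxic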;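 further: U2OS cells stably carrying GPR55 and arrestin-GFP stimulated by 5 µM LPI near EC80; imaged beta-arrestin-GFP aggregate spots per cell after agonist stimulation; plate controls were LPI-stimulated DMSO wells for no effect and DMSO wells without LPI for full effect; some results filed as inactive read as strong as hits; confirmed hits need IC50 under 10 µM and bright autofluorescent wells are also inconclusive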
# NTR1 agonist – NTR1-driven beta-arrestin-GFP spot formation – imaging, U2OS cells, high content, primary screen (AID 493036) | actives 0.17% (n = 330,000) | agonist mode | P30989 | activation, % at 20 µM;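 active means activation at or above 40% of the spot to cytoplasm intensity ratio, with at least 20 cells analyzed; inconclusive means wells under 20 cells, flagged as cytotoxic or low count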;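 further: 0% = DMSO without peptide and 100% = 100 nM NTR1 peptide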
# Target sequence (P30989 whole entry, looked up): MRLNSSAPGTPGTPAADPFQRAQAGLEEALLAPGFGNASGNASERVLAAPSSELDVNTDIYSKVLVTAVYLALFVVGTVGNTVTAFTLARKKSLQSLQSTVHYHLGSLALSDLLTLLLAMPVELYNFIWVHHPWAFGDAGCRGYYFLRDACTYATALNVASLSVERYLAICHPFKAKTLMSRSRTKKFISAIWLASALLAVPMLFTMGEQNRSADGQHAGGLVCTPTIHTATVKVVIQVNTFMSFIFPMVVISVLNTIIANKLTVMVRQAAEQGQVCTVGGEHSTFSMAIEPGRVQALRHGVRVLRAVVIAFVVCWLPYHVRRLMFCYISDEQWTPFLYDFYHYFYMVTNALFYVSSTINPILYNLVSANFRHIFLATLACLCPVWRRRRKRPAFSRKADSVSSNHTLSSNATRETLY
# K1F lysis inhibition – inhibition of K1F phage lysis, E. coli UTI89, bacterial capsule biogenesis inhibitors, alamar blue (AID 488966) | E. coli UTI89 K1F phage lysis, alamar blue, 2 h; higher % means a stronger effect | inhibition, % at 100 µM; hits with a dose series show IC50 in µM | actives 0.02% (n = 340,000);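 active means phage lysis inhibition, versus mean bacterial control, above a set limit; inconclusive means no clear call, values can overlap the other calls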;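 further: capsule biogenesis inhibitors block K1F phage lysis so surviving cells raise fluorescence; higher fluorescence means more inhibition of phage lysis; actives were called in the ten point dose series up to 300 µM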
# GPR35 arrestin U2OS – GPR35 antagonists blocking zaprinast-driven arrestin recruitment, primary screen, imaging, U2OS, beta-arrestin-GFP, zaprinast agonist (AID 2058). U2OS GPR35 beta-arrestin-GFP translocation imaging, zaprinast antagonism; higher % means a stronger effect. one-dose inhibition, % at 10 µM; IC50 in µM for titrated hits. actives 0.052% (n = 290,000);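 active means inhibition of at least 50% with at least 30 cells and total cytoplasm GFP at most 10,000,000; inconclusive means under 30 cells or total GFP of 10,000,000 plus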
# KOR beta-arrestin-2 – kappa opioid receptor activators – cell-based, luminescence, uHTS, primary screen (AID 1777); KOR beta-arrestin recruitment, luminescence; higher % means a stronger effect; activation, % at 10 µM; hits with a dose series show EC50 in µM; actives 0.02% (n = 280,000); in the data active means activation above about 50%, passing the limit was not always enough; further: a part of the inactive calls stands beside numbers as strong as those of hits
# NTR1 agonist cell count 20 µM – second read-out of NTR1 agonist, no call of its own (marks repeat the call); cell count; measured here: cell count, cytotoxicity flag
# The depositor's hits bear a star; ? = inconclusive; / = no result given; [ ] = another dose, or the depositor's remark. A portion of the library (hit frequency here may not be typical).
SMILES,MgcRacGAP inhibition,NOD1 NF-kB reporter,GPR55 activation,KOR beta-arrestin-1,GPR55 antagonists,NTR1 agonist,NTR1 agonist cell count 20 µM,K1F lysis inhibition,GPR35 arrestin U2OS,KOR beta-arrestin-2
COC(=O)[C@@H](NC(=O)CCc1nnc(-c2ccsc2)o1)C(C)C,8%,-37%,0.4%,27%[20 µM],12%,-1.1,57,1.0%[50 µM],-8%,/
O=C(Nc1cccc(S(=O)(=O)N2CCCCC2)c1)c1ccc2ncsc2c1,9%,9%,-0.3%,-12%,-10%,1.4,40,0.3%,4%,4.2%
CN(Cc1nccs1)C(=O)C1CCC(=O)N(CCCc2ccccc2)C1 (stereo not drawn),12%,-40%,-0.2%,13%,11%,0.5,63,0.6%,-16%,-6.8%
O=C(c1cccs1)N1CCN(C(=O)C2CCCO2)CC1 (stereo not drawn),-2%,-3%,-0.3%,7%,9%,1.4,77,2.4%,10%,-3.1%
CC(C)COc1cccc(-c2cc(C(=O)Nc3ccon3)c3ccccc3n2)c1,8%,-35%,0.2%,-20%,1%,2.8,57,0.8%,21%,-2.7%
Cc1ccc(-c2nc3[nH]c(=O)cc(NC(=O)C(C)C)n3n2)cc1,5%,2%,-0.1%,8%,3%,0.6,58,0.1%,-2%,8.9%
O=C(CSc1nc2ccccc2[nH]1)Nc1ccccc1F,2%,-20%,-0.1%,38%,10%,0.2,55,1.9%,3%,/
CSc1cccc(CNC(=O)C2CCC(=O)N(CCc3ccccn3)C2)c1 (stereo not drawn),6%,-29%,0.2%,-16%,11%,-0.5,65,0.0%,7%,7.4%
O=C(NCc1ccccn1)c1cccs1,9%,/,-0.1%,-9%,2%,-2.7,45,6.4%,18%,-4.9%
NS(=O)(=O)c1ccc(CNC(=O)c2cc(=O)c3cc(Cl)ccc3o2)cc1,/,0%,-0.1%,7%,9%,-1.8,78,0.0%,24%,-4.3%
COc1ccccc1NS(=O)(=O)c1c(C(=O)N2CCCC2)c(C)n(C)c1C,6%,-11%,-0.1%,22%,-1%,1.6,53,0.2%,-10%,3.8%
CCn1cc(C(=O)NCCCN2CCC(C)CC2)c(=O)c2cc(S(=O)(=O)N(C)C3CCCCC3)ccc21,11%,27%,-0.2%,-60%,-22%,2.0,49,0.8%,4%,2.5%
Cn1c2c(c(=O)n(C)c1=O)CN(CCCN1CCOCC1)CN2,-1%,-12%,0.2%,28%,-2%,7.1,97,0.9%,-6%,-0.3%
O=C(COc1ccc(Br)cc1)Nc1nc(-c2cccnc2)cs1,11%,-8%,1.2%,-14%,0%,0.6,48,0.1%,1%,16%
COc1ccc(OCC(=O)O/N=C(\N)Cc2ccc(Cl)cc2Cl)cc1,5%,-5%,-0.1%,-12%,8%,0.1,67,-0.2%,-4%,-4.3%
COc1ccc(CNCc2ccc(F)cc2)c(OC)c1,12%,-20%,-0.3%,-32%[20 µM],-7%,0.7,73,0.1%,0%,2.3%
CC1CCc2sc(C(=O)N(C)CC(=O)Nc3cccc(F)c3)cc2C1 (stereo not drawn),8%,-28%,-0.1%,2%,17%,1.9,65,0.0%,-1%,-3.2%
Cc1cc(S(=O)(=O)Nc2ccc3cn[nH]c3c2)c(C)cc1Cl,14%,-20%,0.3%,-24%,4%,1.9,54,-0.3%,19%,1.3%
Cc1cc2nc(SCC(=O)O)nc(C)c2cc1C,7%,-12%,0.2%,-18%,10%,-0.5,68,3.7%,-6%,3.8%
CCn1nnc(NC(=O)c2cccnc2)n1,-8%,4%,-0.3%,-17%,12%,-0.7,43,0.4%,7%,2.0%
O=[N+]([O-])c1ccc2nc(-c3ccccn3)[nH]c2c1,9%,8%,0.4%,21%,-6%,0.7,51,0.3%,-3%,6.7%
Cc1cc2cc(CNS(=O)(=O)N(C)C)ccc2[nH]1,6%,-18%,0.9%,-14%,7%,-0.9,61,-1.9%,15%,8.4%
Cc1nc(C(=O)NNC(=O)c2cccc(Cl)c2)c(C(F)(F)F)o1,9%,-9%,-0.4%,4%,-4%,0.5,36,1.1%,6%,-3.3%
CC(C)(C)c1ccc(CSc2nnc(-c3ccccn3)n2Cc2ccco2)cc1,5%,67%,-0.1%,-33%,6%,14,91,3.2%,9%,2.2µM*
CCN(CC)c1ccc(NC(=O)CSc2nc(C)cc(=O)[nH]2)cc1,31%,-5%,-0.1%,0%,-14%,0.2,90,0.8%,2%,-0.9%
COCCN(C(=O)CSc1nc2ccc(C)cc2[nH]1)c1c(N)n(Cc2ccccc2)c(=O)[nH]c1=O,2%,-24%,-0.3%,35%,3%,0.1,58,0.6%,-1%,-2.7%
CCc1cccc(CC)c1NC(=O)NC1CCCCC1,7%,-22%,-0.4%,-15%,12%,2.2,58,0.8%[50 µM],9%,7.5%
CCOC(=O)Cn1c2ccc(OC)cc2c2nc3ccccc3nc21,2%,-38%,0.6%,-16%,2%,0.1,77,0.1%,1%,-9.3%
O=C(Cc1cccs1)Nc1ccc(S(=O)(=O)Nc2ncccn2)cc1,15%,1%,0.0%,-26%,10%,-0.5,47,0.3%,12%,6.9%
CCCCCC(=O)NNC1=NCC(Cc2cccc(Cl)c2)S1 (stereo not drawn),-3%,-30%,0.0%,-41%,-10%,2.6,46,0.6%,-6%,0.4%
CN(C)c1ccc(P(=O)(Nc2cccc(C(F)(F)F)c2)N2CCOCC2)c(NC(=O)c2cccs2)c1 (stereo not drawn),8%,-14%,-0.2%,41%,5%,0.2,83,0.5%,-7%,3.0%
Cc1oc(-c2cc(F)ccc2F)nc1CN(C)Cc1ccc2nccnc2c1,6%,-20%,-0.1%,-12%[20 µM],7%,2.6,37,-0.1%,11%,/
COc1ccc(-c2nnnn2C)cc1S(=O)(=O)Nc1ccc(C)cc1C,4%,-18%,-0.1%,18%,4%,-0.5,52,0.1%,14%,0.0%
Cc1ccc(OCC(=O)NS(=O)(=O)c2ccccc2)cc1,6%,-22%,-0.1%,-12%[20 µM],-12%,-0.1,56,-0.5%,2%,-3.6%
Cc1ccc(OCC(O)CN2CCN(CC(O)COc3ccc(C)cc3Cl)CC2)c(Cl)c1 (stereo not drawn),2%,6%,-0.2%,-48%,11%,9.3,50,-1.4%,13%,67%
COc1cccc(N=Cc2ccc(O)cc2O)c1,9%,-24%,-0.2%,13%,8%,0.8,63,-2.4%,-4%,-11%
Cc1cccc(N(CC(=O)NCc2ccco2)C(=O)CNS(=O)(=O)c2ccc(F)cc2)c1,3%,-28%,0.0%,-12%,-3%,-0.2,48,-0.6%,1%,3.6%
Cc1ccc(N2C(=O)c3ccc(C(=O)N4CCN(Cc5ccccc5)CC4)cc3C2=O)cc1,3%,1%,-0.3%,10%,9%,0.7,57,-0.1%,-11%,3.6%
COc1ccc2c(c1)C1=NN(/C(C)=C\C(C)=O)C(c3ccccc3)C1CC2 (stereo not drawn),11%,-19%,-0.3%,-16%,11%,3.1,59,-0.3%,-3%,-5.4%
CC(C)COc1cccc(C(=O)NC2(C)CCS(=O)(=O)C2)c1 (stereo not drawn),-2%,-31%,-0.1%,17%,17%,0.6,62,1.4%,18%,-4.5%
COc1cc(C(=O)NC(=S)Nc2ccc(Cl)c(C(=O)O)c2)cc(OC)c1OC,5%,-4%,-0.1%,13%,6%,-0.9,79,11%,-6%,4.3%
COc1ccc(C)cc1NC(=O)c1nnn(CCc2ccccc2)c1N,3%,-35%,-0.1%,-18%,21%,1.3,79,-0.2%,10%,5.6%
CN(C)S(=O)(=O)c1ccc(Cl)c(NC(=O)CN2CCCCCC2)c1,-2%,-23%,0.5%,-18%,-4%,-1.1,51,0.2%,-9%,-3.6%
O=C(c1nc2ccccn2c1CN1CCCC(c2nc3ccccc3o2)C1)N1CCCC1 (stereo not drawn),6%,-30%,0.6%,14%[20 µM],6%,0.3,33,0.1%,10%,/
COC(=O)c1ccc(NC(=O)c2ccccc2)o1,10%,-11%,0.0%,5%,17%,0.3,66,0.2%,-16%,-1.0%
O=C(NP(=O)(N1CCCC1)N1CCCC1)C1=C(N2CCOCC2)/C(=C/c2cccc([N+](=O)[O-])c2)CC1,10%,-5%,0.4%,-2%,1%,-0.8,84,0.2%,1%,-0.4%
COc1ccc(N2CC(C)Cn3c2nc2c3c(=O)n(Cc3ccccc3F)c(=O)n2C)c(OC)c1 (stereo not drawn),3%,-13%,0.6%,-29%,-3%,3.5,85,0.0%,-7%,-1.4%
CNc1cc(Cl)nc(SC)n1,5%,-26%,0.1%,8%,8%,-1.2,22,0.5%,2%,-1.0%
O=C(Nc1ccc2c(c1)OCCO2)c1c(F)c(F)c(F)c(F)c1F,5%,-4%,0.0%,27%,-3%,-2.7,84,-0.1%,-16%,-1.9%
O=C(Cc1cn(Cc2cccc(Cl)c2)c2ccccc12)N1CCCC1,7%,36%,-0.3%,10%,4%,3.0,71,-0.2%,7%,-1.1%
COc1ccc(-c2onc3ccc(Cl)cc23)cc1,6%,-9%,-0.1%,16%,-6%,-0.7,53,-0.6%,3%,/
CCOC(=O)N1CCN(c2ccc([N+](=O)[O-])cc2F)CC1C (stereo not drawn),4%,-22%,0.7%,4%,6%,3.4,66,3.9%,-11%,4.6%
Cc1ccc(C(=O)NCC(=O)OCC(=O)Nc2ccc(Cl)cc2C(F)(F)F)cc1C,7%,-27%,0.1%,/,12%,1.7,76,0.4%[50 µM],-6%,1.0%
CC(CN1CCCCC1)OC(=O)c1ccccc1F (stereo not drawn),1%,-22%,-0.1%,-42%[20 µM],-10%,0.1,68,0.1%,5%,-0.5%
CCCn1nnnc1SCC(=O)NCc1ccccc1,3%,3%,-0.2%,5%,2%,-1.2,66,0.2%,12%,-4.4%
CC(=O)NCC(c1cccs1)S(=O)(=O)c1ccc(F)cc1 (stereo not drawn),0%,-1%,-0.1%,4%,5%,-0.9,60,2.0%,3%,-6.5%
CNc1ccccc1C(C)(C)c1ccn[nH]1,-7%,-17%,-0.1%,2%[20 µM],0%,0.7,37,-1.9%,?,-4.8%
